Tn6 DDE FP – inhibitors of Tn6 peptide binding to fibrin DD(E), primary screen, biochemical, fluorescence polarization, human fibrin, Tn6 probe; Fibrinogen beta chain (Homo sapiens), P02675; Fibrin DD(E) TRITC-Tn6 fluorescence polarization displacement; inhibition, % at 8.3 µM; 0.21% of 370,000 active; AID 720509, 2013;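 active means inhibition above a per-campaign cutoff: mean of compounds within control limits plus 3 SD, cut at about 15% in these data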;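 further: 0% = median of all compound wells on the plate and 100% = blocking peptide control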
TDP2 absorb – human TDP2 enzyme inhibitors, primary screen, biochemical, epi absorbance, recombinant enzyme. 0.34% of 370,000 active. inhibition, % at 12.8 µM. T5PNP hydrolysis, p-nitrophenol absorbance 415 nm. Tyrosyl-DNA phosphodiesterase 2 (Homo sapiens), O95551;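 active means inhibition above the mean of all tested compounds plus 3 SD, set per campaign, cut at about 25% in these data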;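 further: 0% = DMSO with enzyme and 100% = buffer with substrate but no TDP2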
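Read-out basis: percent inhibition. System: recombinant human TDP2. Buffer or medium: Mg2+-containing Tris-HCl buffer, pH 7.5. Repeats: single replicate. Timing: reaction 2 h, 37 °C. Benchmarks: high control without enzyme, low control DMSO plus TDP2. Probe or stimulus: 5 mM T5PNP. Doses: 12.8 µM only. Measured by: epi absorbance of p-nitrophenol freed from T5PNP by hydrolysis.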
PLCb3 inh – human PLC-beta3 inhibitors, primary screen, biochemical, fluorescence; 1-phosphatidylinositol 4,5-bisphosphate phosphodiesterase beta-3 (Homo sapiens), Q01970; Purified PLC-beta3, fluorogenic substrate; inhibition, % at 12.2 µM; 0.18% of 370,000 active; AID 720704, 2013; in the data active means inhibition above about 11%;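 further: 0% = median of compound wells on plate and 100% = full blocker control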
PLC-gamma1 inh – PLC-gamma1 enzyme inhibitors, primary screen, biochemical, fluorescence, purified enzyme; 1-phosphatidylinositol 4,5-bisphosphate phosphodiesterase gamma-1 (Homo sapiens), P19174; fluorogenic substrate; inhibition, % at 12.2 µM; 0.84% of 370,000 active; AID 720700, 2013; in the data active means inhibition above about 9.5%
DDE Tn7 FP inh – inhibitors of Tn7 peptide binding to fibrin DD(E), primary screen, biochemical, fluorescence polarization, human fibrin, Tn7 probe; Fibrinogen beta chain (Homo sapiens), P02675; FP displacement of FITC-Tn7 peptide from fibrin DD(E); 0% = median of compound wells per plate; inhibition, % at 8.3 µM; 0.13% of 370,000 active;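 active means inhibition above the mean of compounds falling within the control limits plus 3 SD of them, cut at about 14% in these data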;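 further: 0% = plate median of compound wells and 100% = 10 µM Aha-Tn7 peptide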
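Test system: human clot-derived fibrin DD(E) complex / Quantity: 2 µM final DD(E) protein / Incubation: 10 min plus 3 h, room temperature / Measured by: fluorescence polarization / Benchmarks: high control of 10 µM Aha-Tn7 peptide / Replicates: singlicate testing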
ASAP1 inh – inhibitors of human ASAP1 ArfGAP activity, primary screen, biochemical, fluorescence polarization; ASAP1-stimulated ARF1 GTP hydrolysis, GDP FP detection; 0.19% of 360,000 active; inhibition, % at 16.5 µM; in the data active means inhibition above about 25%;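 further: 0% = vehicle with enzyme and substrate and 100% = no enzyme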
SIAE primary – human SIAE inhibitors, primary screen, biochemical, fluorescence polarization, FP-Rh probe, 1536-well HTS; 0.69% of 370,000 active; inhibition, % at 9.66 µM; SIAE FP-Rh probe binding;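 active means inhibition above a cutoff: mean of compounds within the control limits plus 3 SD of those, cut at about 17% in these data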;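 further: 0% = plate median of compound wells and 100% = probe without SIAE protein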
Target sequence (Q9HAT2 whole entry, looked up): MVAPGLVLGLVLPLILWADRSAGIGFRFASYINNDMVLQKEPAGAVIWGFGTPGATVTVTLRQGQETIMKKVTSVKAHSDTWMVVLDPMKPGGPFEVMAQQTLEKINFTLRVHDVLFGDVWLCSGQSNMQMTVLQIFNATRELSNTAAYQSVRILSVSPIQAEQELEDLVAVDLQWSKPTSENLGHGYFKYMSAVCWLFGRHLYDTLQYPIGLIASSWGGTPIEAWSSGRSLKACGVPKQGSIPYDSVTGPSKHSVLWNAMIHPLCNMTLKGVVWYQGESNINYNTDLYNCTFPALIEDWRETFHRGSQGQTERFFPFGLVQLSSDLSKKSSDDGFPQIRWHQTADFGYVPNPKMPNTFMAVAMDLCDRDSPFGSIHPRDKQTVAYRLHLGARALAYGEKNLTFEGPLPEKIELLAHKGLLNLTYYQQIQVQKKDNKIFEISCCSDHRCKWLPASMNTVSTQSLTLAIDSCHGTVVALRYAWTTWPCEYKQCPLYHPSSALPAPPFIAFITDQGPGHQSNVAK
ARFGAP1 inhibitor – inhibitors of rat ARFGAP1 GAP activity, primary screen, biochemical, fluorescence polarization, GDP tracer. ADP-ribosylation factor GTPase-activating protein 1 (Rattus norvegicus), Q62848. Arfgap1-stimulated ARF1 GTP hydrolysis, GDP FP detection. inhibition, % at 16.5 µM. 0.26% of 360,000 active;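 active means inhibition above a per-plate limit, mean inhibition of low control wells plus 3 SD, cut at about 25% in these data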;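 further: 0% = DMSO wells with enzyme and 100% = wells lacking Arfgap1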
Target sequence (Q62848 1-136 limits assumed): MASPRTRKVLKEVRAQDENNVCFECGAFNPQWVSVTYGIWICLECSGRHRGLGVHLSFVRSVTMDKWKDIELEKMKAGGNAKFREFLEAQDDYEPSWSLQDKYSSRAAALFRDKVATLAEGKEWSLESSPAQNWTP
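Material – truncated rat Arfgap1 GAP domain · Buffer or medium – HEPES-based buffer, pH 7.5 · Reagent – human ARF1(Δ1-17)-GTP substrate · Dosing – 16.5 µM single point, 1.26% DMSO · Schedule – GTP hydrolysis reaction 2 h at 25 °C · Technique – GDP detection by fluorescence polarization · Benchmarks – No-Arfgap1 wells (100%) versus DMSO full-reaction wells (0%) · Repeats – single replicate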
ADAM17 inh – ADAM17 inhibitors, primary screen, biochemical, QFRET. inhibition, % at 6.95 µM. AID 720648, 2013. 0.83% of 370,000 active. recombinant ADAM17, EDANS/DABCYL FRET peptide cleavage. Disintegrin and metalloproteinase domain-containing protein 17 (Homo sapiens), P78536;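 active means inhibition above the mean of compounds lying between control limits plus 3 SD, set per campaign, cut at about 8.5% in these data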;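 further: 0% = DMSO-only wells as the low control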
ADAM10 inh – human ADAM10 inhibitors, primary screen, biochemical, QFRET, HTS | 0.62% of 370,000 active | inhibition, % at 7 µM | Disintegrin and metalloproteinase domain-containing protein 10 (Homo sapiens), O14672 | recombinant ADAM10, EDANS/DABCYL FRET peptide cleavage, 3 h;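 active means inhibition above a per-campaign cutoff equal to the mean of compounds falling between control-based bounds plus 3 SD, cut at about 20% in these data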;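 further: 0% = DMSO wells while the 100% control is not disclosed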
Starred values were filed as active, the others as inactive; / = no result given.

Below each compound: Tn6 DDE FP, TDP2 absorb, PLCb3 inh, PLC-gamma1 inh, DDE Tn7 FP inh, ASAP1 inh, SIAE primary, ARFGAP1 inhibitor, ADAM17 inh, ADAM10 inh
O=C(c1ccc([N+](=O)[O-])s1)N1CCc2ccccc2C1
    -3, 7, 2, 1, 2, 14, 8, 8, 1, 4
CCn1c(CC(=O)Nc2cccc(OC)c2)nnc1SCC(=O)N1CCN(c2ccccc2)CC1
    -2, -13, 2, 8, 3, 3, 3, -3, 12*, 4
Cc1ccc(C)c(CN2CCC(n3nccc3NC(=O)CCCc3ccccc3)CC2)c1
    3, 5, -12, 0, 3, -8, 4, 0, -1, 3
Cc1ccccc1CN1C(=O)CN(S(C)(=O)=O)CC1(C)C(=O)NCc1ccccc1 (stereo not drawn)
    2, 5, 1, 0, -3, -4, 3, 0, -3, -9
O=C(NC(c1ccc(-c2ccccc2)cc1)c1cnccn1)C1CCN(CCOc2ccc(F)cc2)CC1 (stereo not drawn)
    5, -10, 4, 6, -8, -9, -3, -3, -3, 5
CCOc1ccc(CN2CCN(Cc3cnc(N4CCOCC4)s3)CC2CCO)cc1 (stereo not drawn)
    4, 3, -4, 1, -6, -7, -6, -2, -4, -1
CC(C)(C)OC(=O)n1cc(/C=N/NC(=O)c2ccco2)c2ccccc21
    -3, 1, -19, -4, 3, -3, -1, 6, -7, -15
CCOC(=O)c1cnc2c(c(C)nn2C)c1Oc1ccc(OC)cc1
    1, 9, -7, -1, 12, 5, -3, -11, -3, 2
C=CC[C@@H]1NN2C(=O)[C@@H](CCc3ccccc3)[C@@H]3c4ccccc4C=NN3[C@@H]2c2ccccc21
    -3, 11, -4, 2, 6, /, -6, /, 0, 3
O=C(Nc1ccc2c(c1)OCO2)c1ccc(Br)o1
    1, 2, 5, 6, 1, -2, 4, 2, 5, -1
Cn1ccnc1SCC(=O)c1cccc(C(F)(F)F)c1
    -2, -14, -11, -1, -6, 14, -8, 16, -7, 8
CCOC(=O)c1[nH]c(C(=O)O)c(OC(=O)CC)c1C
    0, -3, -1, 4, -3, -2, 1, 5, 1, 7
CN(C(=O)c1cnccn1)c1nnc(-c2cnccn2)s1
    3, 0, -140, -117, 11, 1, 1, -4, -13, -21
COc1ccc(C(C)(O)c2nc(-c3cccs3)cs2)cc1 (stereo not drawn)
    2, 8, 0, -3, 0, 6, -1, 12, 4, 0
O=C(c1c(F)cccc1F)N1CCN(c2ncc(Br)cn2)CC1
    -2, 10, -4, 2, -6, -12, -4, -6, 0, -5

Brought forward from above: three compounds; new compounds follow.
Below each compound: Tn6 DDE FP, TDP2 absorb, PLCb3 inh, PLC-gamma1 inh, DDE Tn7 FP inh, ASAP1 inh, SIAE primary, ARFGAP1 inhibitor, ADAM17 inh, ADAM10 inh
CN(C(=O)c1cnccn1)c1nnc(-c2cnccn2)s1
    3, 0, -140, -117, 11, 1, 1, -4, -13, -21
COc1ccc(C(C)(O)c2nc(-c3cccs3)cs2)cc1 (stereo not drawn)
    2, 8, 0, -3, 0, 6, -1, 12, 4, 0
O=C(c1c(F)cccc1F)N1CCN(c2ncc(Br)cn2)CC1
    -2, 10, -4, 2, -6, -12, -4, -6, 0, -5
CCOC(=O)C1=C(COC(=O)COc2ccc(C#N)cc2)NC(=O)NC1C (stereo not drawn)
    -3, -5, -2, 2, -3, 17, 6, 1, 0, 7
CCOc1cc(C(=O)OCC(=O)c2cc(C)n(CC3CCCO3)c2C)ccc1OCC(=O)N1CCOCC1 (stereo not drawn)
    3, 8, 0, 2, -4, 4, 11, 5, 3, 2
COc1ccc2c(C(=O)CN(C)C3CCCCC3)c[nH]c2c1
    2, -2, -20, -11, 1, 12, -3, -8, -4, -2
O=C(O)c1ccc(NC(=S)NC(NC(=O)c2ccco2)C(Cl)(Cl)Cl)cc1 (stereo not drawn)
    -2, 6, 4, 1, 2, 0, 4, -7, 2, 3
CCN(CC)C(=O)CSc1nnc(CNc2ccc(F)cc2)n1-c1ccccc1
    -1, 9, 0, -3, 6, 0, 5, -21, -4, 1
O=S(NC1CCCCC1)C12CC3CC(CC(C3)C1)C2 (stereo not drawn)
    -7, 3, 5, 1, -8, 1, -1, 1, -2, 4
COc1ccc(CCNC(=O)c2nnn(CC(=O)Nc3c(C)cc(C)cc3C)c2N)cc1OC
    7, -3, -6, 1, 0, -12, 1, -2, -7, -7
CCOC(=O)C(Cc1ccccc1)NC(=O)CCc1c(C)nc2ncnn2c1C (stereo not drawn)
    6, 3, 1, 2, 5, 1, 0, -1, 1, 8
CCO[C@H]1OC(C(=O)NCc2nc3ccccc3[nH]2)=C[C@@H](c2ccc(C(F)(F)F)cc2)[C@@H]1CCCO
    2, -2, -2, -1, 1, 3, 6, -3, 2, 17
CCCOC(=O)c1ccc(NC(=O)c2c(Cl)ccc(Cl)c2OC)cc1
    -8, -8, 0, -2, 2, 2, -40, 12, 4, 19
O=C(OC(C(=O)NC1CCCC1)c1cccnc1)C1=Cc2ccccc2OC1 (stereo not drawn)
    0, -6, -36, -27, -8, 2, -4, 5, -5, -23
CCCCCCCCc1nc(SCC(C)=O)n[nH]1
    2, 5, -10, -2, 5, -5, 3, -2, -3, 3
COc1ccc(-c2nnn(CC(=O)N(CCN3CCOCC3)C(C(=O)NC3CCCC3)c3ccco3)n2)cc1 (stereo not drawn)
    -3, -2, -3, -1, -3, -2, -3, 2, -4, -4
CC(=O)N1CCc2cc(Br)cc(S(=O)(=O)N3CCCCCC3)c21
    9, 6, -1, -1, 6, 0, -4, 9, 1, 6
Cc1ccc(C(=O)NCC(=O)OCc2c(F)cccc2Cl)s1
    3, -4, -6, 1, 1, 7, 0, 9, 3, -1

New compounds follow:
Below each compound: Tn6 DDE FP, TDP2 absorb, PLCb3 inh, PLC-gamma1 inh, DDE Tn7 FP inh, ASAP1 inh, SIAE primary, ARFGAP1 inhibitor, ADAM17 inh, ADAM10 inh
O=c1[nH]cnc2c1sc1nc3c(c(-c4ccc(Cl)cc4)c12)CCC3
    2, 9, 0, -2, -7, 10, -4, 3, -3, 4
O=C(Nc1nc2ccccc2s1)c1cc2c(s1)-c1ccccc1OC2
    -2, 5, -59, -42, 6, 4, -138, -13, -25, -109
CN1/C(=C/C=C(C#N)C#N)C=Cc2ccccc21
    2, -4, -8, -1, -1, 5, -17, 1, -3, -7
O=C(NCC1CC1)Nc1cccc(C(F)(F)F)c1
    -12, 10, -1, 0, -3, 10, 1, 6, 0, 6
CCOC(=O)/C=C1\SCC(=O)N1CC(=O)NC1CCCCC1
    -3, 5, 0, 2, 2, -1, 1, -3, -2, -4
CCOc1ccc(C(=O)COC(=O)c2cc([N+](=O)[O-])ccc2N2CCOCC2)cc1
    -2, 3, -7, -1, -5, 4, 2, 13, 3, -6
COCCCN(CC(=O)Nc1ccc(N2CCOCC2)cc1)S(=O)(=O)c1ccc(C)cc1
    1, 2, -6, 1, 7, 5, 4, 6, -3, -1
CC(C)c1ccc(S(=O)(=O)N2CCN(C(=O)CN3C(=O)c4ccccc4C3=O)CC2)cc1
    -1, -5, 3, 0, -2, -6, -7, 7, -4, -17
C=CCN1C(C(=O)OC)CN(Cc2cn(Cc3ccc(C)cc3)nn2)CCS1(=O)=O (stereo not drawn)
    -3, -8, 3, 1, -13, /, 4, /, 1, 1
Cc1ccc(C)c(NC(=O)C(Sc2nc3ccccc3c(=O)n2CC(C)C)c2ccccc2)c1 (stereo not drawn)
    1, 3, 2, -2, 3, 3, -5, 1, -3, -7
O=C(c1[nH]c(C(F)(F)F)nc1-c1ccccc1)N1CCN(CCN2CCOCC2)CC1
    -4, 1, -2, -2, -2, 13, 1, -8, -4, -15
CN1N=C(/C=C/c2ccccc2)CCC1=O
    7, 5, 4, 0, 3, -13, -4, -6, -2, -2
CCN(CC)C(=O)CN(c1ccc2c(c1)OCO2)S(C)(=O)=O
    -6, -6, 0, 2, -1, -9, -1, -4, -3, -3
O=C(CSc1nc2ccccc2s1)NC(=O)NCc1ccco1
    0, -3, 2, -2, 1, -6, -3, -1, 1, 17
CCOc1ccc(-c2csc(N)c2C(=O)OC)cc1
    6, -9, 2, 2, -2, 16, 0, -3, 1, 6
Cc1ccccc1C(=O)N[C@H](C(=O)N1CCC[C@H]1C(=O)NCc1ccccc1)C(C)C
    0, 5, 3, 2, 5, -9, 2, -5, 0, 2
O=C(Nc1cccc(C(F)(F)F)c1)C(Sc1n[nH]c(=O)[nH]c1=O)c1ccccc1 (stereo not drawn)
    0, 6, -13, -3, 2, -6, -14, 0, -5, -3
CCc1c(C)nc2c(C#N)c(C)[nH]n2c1=O
    1, -3, 2, 0, -7, -9, -8, 20, -2, 7

Screening results as filed in PubChem.
